Compound activity deposited in PubChem by The Scripps Research Institute Molecular Screening Center.
MITF primary: inhibitors of human MITF; O75030; AlphaScreen MITF homodimerization, bead proximity signal; inhibition, % at 2.6 µM; actives 0.91% (n = 650,000); AID 1259374; in the data active means inhibition above about 50%;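 further: 0% = vehicle wells with protein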
Target sequence (O75030 whole entry, looked up): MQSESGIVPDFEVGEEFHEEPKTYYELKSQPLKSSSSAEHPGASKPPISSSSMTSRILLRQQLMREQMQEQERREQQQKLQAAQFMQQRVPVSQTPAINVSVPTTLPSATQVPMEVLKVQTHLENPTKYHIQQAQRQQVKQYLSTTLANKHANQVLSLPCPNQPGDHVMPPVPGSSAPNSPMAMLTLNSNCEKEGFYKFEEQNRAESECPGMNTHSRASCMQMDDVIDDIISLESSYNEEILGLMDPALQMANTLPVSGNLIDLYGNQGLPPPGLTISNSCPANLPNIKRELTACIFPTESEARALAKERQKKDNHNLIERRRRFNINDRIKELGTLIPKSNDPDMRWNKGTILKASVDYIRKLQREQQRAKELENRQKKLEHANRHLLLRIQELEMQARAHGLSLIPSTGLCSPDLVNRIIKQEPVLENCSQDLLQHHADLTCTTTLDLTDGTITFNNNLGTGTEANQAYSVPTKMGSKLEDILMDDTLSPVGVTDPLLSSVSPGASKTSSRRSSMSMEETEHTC
FBW7 act: activators of human E3 ligase FBW7. Q969H0. AlphaScreen FBW7–phospho-cyclin E peptide binding, activator screen. normalized activity (activation), % at 26.1 µM. actives 0.13% (n = 650,000). AID 1259310; in the data active means normalized activity above about 1.9%;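 further: purified mutant Fbw7 with reduced substrate affinity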
GPR151 activ: activators of human GPR151; Q8TDV0; PathHunter beta-arrestin GPR151 cells, luminescence; activation, % at 11.2 µM; actives 1% (n = 650,000); AID 1508602; in the data active means activation above about 4.9%;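 further: 0% = median of compound wells and 100% = cells with positive control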
Target sequence (Q8TDV0 whole entry, looked up): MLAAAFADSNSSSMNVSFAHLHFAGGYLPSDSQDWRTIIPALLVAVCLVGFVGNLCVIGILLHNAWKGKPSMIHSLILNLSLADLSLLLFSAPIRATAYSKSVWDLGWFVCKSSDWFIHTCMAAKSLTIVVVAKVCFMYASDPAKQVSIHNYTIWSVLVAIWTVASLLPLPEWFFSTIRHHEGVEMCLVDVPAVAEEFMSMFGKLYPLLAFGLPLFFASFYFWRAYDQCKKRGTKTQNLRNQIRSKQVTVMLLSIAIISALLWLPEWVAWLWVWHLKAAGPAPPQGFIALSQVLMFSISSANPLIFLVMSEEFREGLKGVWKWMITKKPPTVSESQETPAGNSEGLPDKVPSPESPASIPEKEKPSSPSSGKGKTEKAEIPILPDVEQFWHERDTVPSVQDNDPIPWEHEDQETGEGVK
TEAD-YAP inh: TEAD-YAP interaction inhibition; HEK-TIYL cells, TEAD-Gal4/YAP UAS-luciferase luminescence; inhibition, % at 9.12 µM; actives 1.4% (n = 640,000); AID 1259422; in the data active means inhibition above about 32%;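 further: 0% = median of test compound wells and 100% = reference inhibitor wells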
An asterisk follows results filed as active; / = no result given; & = joins results of further samples.

SMILES	FBW7 act	MITF primary	TEAD-YAP inh	GPR151 activ
O=C(CCCn1c(SCC(=O)Nc2ccccc2Cl)nc2ccccc2c1=O)NCC1CCCO1 (configuration not stated)	0.0	-7	1	0.7
COc1ccccc1CCc1nnc(CCC(=O)NCC2CCCO2)o1 (configuration not stated)	-0.1	-1	-1	1.6
Cc1noc(C)c1C(=O)NCC1Cc2cccc(-c3cnccn3)c2O1 (configuration not stated)	0.0	3	5	-0.7
Cc1ccc(Cn2c(C(=O)O)c(CNC3CCCCC3)c3ccccc32)cc1	0.4	4	0	1.4
CCOC(=O)C1=C(N)OC2=C(C(=O)CCC2)C1c1cccc(Cl)c1 (configuration not stated)	0.0	1	1	1.1
C[C@@H]1CN(C(=O)Nc2cccc(Nc3nccc(-c4ccc(N5CCC(O)CC5)c(C#N)c4)n3)c2)C[C@H](C)O1	0.6	15	40*	-0.7
COc1ccccc1CNc1ccc2c(c1)ncn2-c1ccccc1	0.0	15	-25	-2.1
COc1ccc(-c2nc(CNS(=O)(=O)c3ccc(Cl)cc3)cs2)cc1	0.1	-16	-6	0.0
CCCNC(=O)C(NS(=O)(=O)c1ccc2c(c1)c(=O)n(C)c(=O)n2C)c1ccccc1 (configuration not stated)	0.2	-4	-4	0.0
CC(=O)Nc1cc(Cl)ccc1Nc1ccccc1	0.1	1	18	0.9
O=C(CN1CCCCC1)Nc1cccc2ccccc12	0.1	15	19	0.0
COC(=O)C1CC(=O)N(C)C12CCN(Cc1ccc(-c3ccccc3Cl)o1)CC2 (configuration not stated)	0.1	11	-25	-0.8
CCOC(=O)NC1(C(F)(F)F)C(=O)N(CCc2ccccc2)C2=C1C(=O)CC(C)(C)C2 (configuration not stated)	0.0	-5	0	-0.8
O=C(O)C1CSC2(C(=O)O)CCC(=O)N12 (configuration not stated)	0.3	13	8	-0.4
O=C(c1ccccc1Br)N1CCN(c2ccc([N+](=O)[O-])cc2F)CC1	0.0	2	-9	-1.0
C#CCn1c(Cl)nc2c1c(=O)n(C)c(=O)n2C	0.2	17	14	-0.6
CCOC(=O)c1c(NC(=O)CC)sc2c1CCCC2	-0.1	-6	8	5.1*
COc1cc(C(=O)NCCC(=O)NCCC(C)C)cc(OC)c1OC	-0.1	3	2	0.0
c1ccc(-c2nnc3c4cnn(-c5ccccc5)c4ncn23)cc1	0.0	0	-20	-0.9
CCOC(c1ccccc1)c1ccc2c(c1)CN(C(=O)Cc1c(C)noc1C)CCO2 (configuration not stated)	0.5	75*	-4	-0.6
Cn1c(=O)[nH]c(=O)c2c1ncn2CC(=O)N=Nc1c(O)[nH]c2ccccc12	0.1	17	-4	0.2
Oc1ccc2ccccc2c1CN1CCN(c2ncccn2)CC1	0.4	0	-2	-1.9
COc1ccc(OC)c(C(=O)CN2C3=NCCCN3c3ccccc32)c1	-0.1	-4	13	1.8
O=C(O)CCCCCNC(=O)/C(=C/c1ccc(Cl)cc1)NC(=O)c1ccco1	0.8	-3	8	0.5
CCOC1=NN(c2ccc([N+](=O)[O-])cc2)C(=O)/C1=C\c1ccc(OC)c(OC)c1	-0.1	10	17	-0.7
O=C(Nc1ccccc1C(=O)O)c1ccc(NC(=O)c2ccc(Br)o2)cc1	-0.2	3	-20	0.2
COc1cc2c(cc1OC)C(COc1ccc([N+](=O)[O-])cc1)N(C(=O)c1ccc(S(=O)(=O)N(C)C)cc1)CC2 (configuration not stated)	0.0	-3	2	-1.8
Cc1cccc(-c2noc(CN(C(=O)Cc3ccccc3)C(C)C)n2)c1	0.1	11	2	1.8
Cc1sc(NC(=O)CCl)c(C#N)c1C	0.1	22	15	0.1
CN(C)CCNCCOCCOc1ccc(OCc2ccccc2)cc1	-0.1	-7	-21	0.6
COc1ccc(-c2cnn3c(NCc4ccc5c(c4)OCO5)ccnc23)cc1	0.2	11	15	1.5
COc1ccc(C2CC(C(F)(F)F)n3nc(C(=O)Nc4cccc5ccccc45)c(Cl)c3N2)cc1OC (configuration not stated)	0.0	9	7	-0.5
CCOC(=O)C1CCN(S(=O)(=O)c2ccc3c(c2)oc(=O)n3C)CC1	0.1	3	-7	-1.6
Cc1ccc(NC(=O)C2C3C=CC4(O3)C2C(=O)N(Cc2ccccc2Cl)C4C(=O)NC2CCCC(C)C2C)cc1Cl (configuration not stated)	-0.1	4	-10	-0.4
CCOc1ccc(NC(=O)Cn2c(-n3nc(C)cc3C)nc3c(c2=O)CCCC3)cc1	0.0	-13	7	3.8
CCN(CC)C(=O)CC1C(=O)NCCN1Cc1ccccc1OC (configuration not stated)	-0.1	-5	-5	0.8
COc1ccc(-n2nnnc2SCC(=O)Nc2nc3c(s2)CCCC3)cc1	-0.2	-4	4	0.8
Nc1ncc(Br)cc1S(=O)(=O)NCCC(=O)Nc1cccc(Cl)c1	0.4	11	-2	0.0
COc1ccccc1C(=O)NCCN1CCN(c2ccccc2)CC1	0.1	17	3	0.7
CS(=O)(=O)NC(=O)CCCCCCCCCC=C(Br)Br	/	-6	/	2.5
COc1cccc(C2c3[nH]c4ccccc4c3CCN2C(=O)Cc2cscn2)c1OC (configuration not stated)	0.0	-5	5	-0.7
CC(C)CC(=O)NC(=S)Nc1ccc2c(c1)C(=O)N(C)C2=O	0.9	16	-1	-0.3
CCOc1ccc(/C(O)=C2/C(=O)C(=O)N(CCN(C)C)C2c2ccc(C(C)C)cc2)cc1C (configuration not stated)	0.4	7	-5	-1.1
COc1ccc(C(O)COc2ccccc2OC)cc1OC (configuration not stated)	0.0	16	7	0.5
Cc1cccc(C)c1N=C1S/C(=C\c2ccc(-c3cc([N+](=O)[O-])ccc3Cl)o2)C(=O)N1c1ccccc1	-0.2	1	5	1.0
O=C(NN=Cc1ccc([N+](=O)[O-])o1)c1ccc(O)cc1	-0.1&-0.2	-1&-1	3	-1.5&-1.3
CN(Cc1ccc(F)cc1)C(=O)CN1C(=O)c2ccccc2S1(=O)=O	0.3	13	0	-0.9
COCc1cc(C)n(CC(=O)Nc2cccc(C(F)(F)F)c2)c(=O)c1C#N	-0.1	-4	0	-0.2
CC(C)CNc1ncnc2c1c(-c1ccccc1)cn2-c1cccc(C(F)(F)F)c1	0.9	20	-5	-1.0
O=S(=O)(c1ccc2ccccc2c1)N1CCC(N2CCCC2)CC1	0.6	21	-9	4.9
O=C(CCN1N=C(c2ccccc2)CCC1=O)NCCCN1CCOCC1	-0.1	-4	6	-0.3
CC(c1cccnc1)N(CCN(C)C)C(=O)Nc1ccc(Cl)cc1 (configuration not stated)	-0.1	0	-8	0.8
CCOc1ccc(CCC(C)=O)cc1OCC	-0.1	-7	-9	0.7
Cc1ccc2oc(-c3ccc4c(c3)OCO4)cc(=NC(C)C(=O)O)c2c1 (configuration not stated)	0.0	8	-29	-3.5
COc1ccc(/C=C/C(=O)n2nc(N)nc2N)cc1OC	0.1	-5	-4	3.5
COC(=O)C1=C(C)N(C)C(=O)NC1c1cccc(O)c1Cl (configuration not stated)	0.2	18	0	-2.4
COc1cc2c(=O)c(C(=O)c3ccccc3)cn(CC(=O)Nc3ccc(F)c(F)c3)c2cc1OC	0.1	13	-1	-0.3
c1ccc(C2C3=C(Nc4ncnn42)c2ccccc2OC3)cc1 (configuration not stated)	-0.3	-8	-4	1.0
O=C(Nc1ccccc1Br)C1CC(=O)N(c2ccc(Br)cc2)C1 (configuration not stated)	-0.1	-11	-9	1.7
COc1ccc(-n2c(COc3cccc(C)c3)n[nH]c2=S)cc1	-0.2	-3	-2	-0.5

Compound profiles, from the list above:
CC(C)CC(=O)NC(=S)Nc1ccc2c(c1)C(=O)N(C)C2=O reads FBW7 act = 0.9; MITF primary = 16; TEAD-YAP inh = -1; GPR151 activ = -0.3
COc1ccc(C(O)COc2ccccc2OC)cc1OC (configuration not stated) reads FBW7 act = 0.0; MITF primary = 16; TEAD-YAP inh = 7; GPR151 activ = 0.5

Additional compounds.
SMILES	FBW7 act	MITF primary	TEAD-YAP inh	GPR151 activ
COCCNC(=O)c1ccc2c(c1)ncn2-c1cc(OC)ccc1OC	-0.1	8	-23	-0.1
C=CCSc1nnc2c(n1)OC(c1ccc(OC)c(OC)c1)Nc1ccc(Br)cc1-2 (configuration not stated)	-0.1	5	-5	-0.3
CCOc1ccc2nc(NC(=O)CSc3nnc(-c4ccc(O)cc4)o3)sc2c1	0.0	16	-12	0.1
CCC(C)NC(=O)C1=CCN(S(=O)(=O)c2ccc(Br)cc2)CC1 (configuration not stated)	0.0	6	-10	0.1
Cc1cc(=O)oc2cc(OCC(=O)c3cccs3)ccc12	-0.1	1	-8	1.1
CCOc1ccc2nc(N3CCCC3C(=O)NCCc3ccco3)nc(C)c2c1 (configuration not stated)	0.3	1	-9	0.2
COc1ccc(CNn2c(-c3ccc(OC)cc3)nc3ccccc3c2=O)cc1	-0.1	13	-5	-0.6
CCN(CC)C(=O)CC1(c2ccc(-c3ccccc3)cc2)CC(=O)N(C)C1=O (configuration not stated)	0.4	23	-16	-1.4
CN(Cc1ccccc1)C(=O)c1ccc(N2CC3CC(C2)c2cccc(=O)n2C3)c(NC(=O)c2cccs2)c1 (configuration not stated)	-0.2	-12	-2	1.7
CCOc1cc(/C=C2\C(=O)NC(=O)N(c3cccc(Cl)c3)C2=O)cc([N+](=O)[O-])c1O	-0.3	8	5	-1.8
COc1ccc(OC)c(N2C(=O)NC(=O)/C(=C/c3cc(OC)c(O)c(OC)c3)C2=O)c1	0.1	21	-5	0.6
Cc1cccc(Cn2c(Sc3nnc(C)s3)nc3c2c(=O)[nH]c(=O)n3C)c1	-0.1	3	-8	0.0
COc1ccc(C2CC(c3cccs3)=NN2C(=O)CSc2nnc(CNC(=O)c3cccs3)n2-c2cccc(C)c2)cc1 (configuration not stated)	-0.1	1	-1	0.1
CC(C)N(CCNC(=O)c1cncc(-c2ccc(C(=O)NC3CC3)cc2)c1)C(C)C	-0.1	-5	-5	-1.3
COc1ccc(NC(=O)c2ccc(C)c(C)c2)cc1	-0.1	1	-24	-1.9
O=C(CCn1cccn1)N1CCCC(CNC(=O)C2(c3ccc(Cl)cc3)CC2)C1 (configuration not stated)	-0.1	4	-7	-0.6
CCOc1cc(S(=O)(=O)Nc2ccccn2)ccc1Br	0.2	14	-3	-0.4
Cc1ccccc1C(=O)Nc1c2c(nn1-c1ccc(F)cc1)CS(=O)C2 (configuration not stated)	0.0	-12	-2	0.7
Cc1nn(C)c(C)c1-c1nc(NCCN(C(C)C)C(C)C)c2ncn(-c3ccsc3)c2n1	-0.1	-11	3	0.0
C/C(CC(=O)Nc1ccc(F)cc1)=N\NC(=O)c1ccccn1	-0.8	24	-6	-1.8
Cc1noc(NS(=O)(=O)c2ccc(N/C=C/C(=O)c3cccnc3)cc2)c1C	0.2	21	-11	-2.1
N#Cc1nc(-c2ccccc2F)oc1N1CCN(Cc2ccccc2)CC1	-0.5	16	-9	1.9
COc1cc(Nc2nc(C)cc(NCc3cccnc3)n2)cc(OC)c1OC	0.1	14	2	1.6
Cc1nn(CCCC(=O)O)c(=O)c2c1sc1ccccc12	-0.1	4	7	0.6
N#C/C(=C\c1ccc(-c2ccc([N+](=O)[O-])cc2)o1)C(=O)Nc1ccc(S(N)(=O)=O)cc1	-0.1	12	2	0.8
COC(=O)c1ccc(NC(=O)c2ccc(C(C)(C)C)cc2)cc1	0.1	8	31	1.0
O=C(Nc1ccccc1C(=O)N1CCOCC1)c1ccc(Cl)cc1	0.0	0	4	2.1

Rewritten field by field: entries from further up
Cc1nn(CCCC(=O)O)c(=O)c2c1sc1ccccc12
  FBW7 act: -0.1
  MITF primary: 4
  TEAD-YAP inh: 7
  GPR151 activ: 0.6

N#C/C(=C\c1ccc(-c2ccc([N+](=O)[O-])cc2)o1)C(=O)Nc1ccc(S(N)(=O)=O)cc1
  FBW7 act: -0.1
  MITF primary: 12
  TEAD-YAP inh: 2
  GPR151 activ: 0.8
